SENP8 block-1: SENP8 protease inhibition. purified SENP8, Z-RLRGG-aminoluciferin cleavage, luminescence. inhibition, % at 10 µM. 1.2% of 330,000 active. AID 2540; in the data active = inhibition above about 50%
Target sequence (Q96LD8 whole entry, looked up): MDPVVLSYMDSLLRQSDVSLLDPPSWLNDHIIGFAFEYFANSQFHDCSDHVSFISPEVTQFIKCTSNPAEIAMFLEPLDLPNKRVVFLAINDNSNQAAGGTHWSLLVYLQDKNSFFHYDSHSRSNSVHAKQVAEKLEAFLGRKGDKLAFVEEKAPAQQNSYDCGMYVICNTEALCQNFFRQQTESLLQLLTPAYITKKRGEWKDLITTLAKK
PfG6PD inh: PfG6PD (Plasmodium falciparum) enzyme inhibition; PfGluPho enzyme, NADPH resazurin-diaphorase fluorescence; inhibition, % at 20 µM; 0.78% of 350,000 active;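 active = inhibition reaching at least a set limit at 20 µM in the primary screen, cut at about 59% in these data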;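 note: 0% = DMSO wells with substrate and 100% = DMSO wells lacking glucose-6-phosphate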
HKDC1 inh: HKDC1 (human) hexokinase inhibition. Q2TB90. recombinant HKDC1, G6PDH/diaphorase resazurin coupled fluorescence. inhibition, % at 20 µM. 0.16% of 340,000 active. AID 493160;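 active = inhibition above about 35% when tested at 20 µM, limit read from the data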;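 note: plate controls were DMSO wells with enzyme for no effect and DMSO wells lacking enzyme for full effect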
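Test system: Recombinant HKDC1 (HK5) hexokinase enzyme, produced in-house | Input: HKDC1 at 5 µg/mL | Buffer or medium: Tris pH 8.0 buffer with MgCl2, Tween-20, BSA, BME | Schedule: 90 min reaction incubation at room temperature, dark | Technique: Resazurin-to-resorufin fluorescence via G6PDH and diaphorase coupling, 525/613 nm | Controls: DMSO wells with and without enzyme mix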
Apaf1 inhib: inhibitors of human Apaf-1 apoptosome. reconstituted apoptosome caspase-3 activity, DEVD-Rh110 fluorescence. 0.71% of 330,000 active. O14727. inhibition, % at 20 µM; active = inhibition of at least 40% at 20 µM;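 note: plate controls were DMSO wells for no effect and DEVD-CHO caspase inhibitor wells for full effect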
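detection = Rh110 fluorescence intensity | test system = biochemical Apaf-1 apoptosome reconstitution | also added = cytochrome c and DEVD-Rh110 substrate | schedule = 30 min plus 50 min, RT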
SENP1 FRET inh: inhibitors of human SENP1 SUMO protease catalytic domain | inhibition, % at 10 µM | AID 624204 | recombinant SENP1 catalytic domain, CyPet-SUMO1-YPet FRET cleavage | Q9P0U3 | 0.21% of 360,000 active;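 active = inhibition at least 30% at 10 µM, raw YFP signal under a set limit, fluorescence ratio 0.5 to 1.5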;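 note: 0% = enzyme with DMSO and 100% = no enzyme wells; some results filed as inactive read as strong as hits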
Target sequence (Q9P0U3 419-644 limits assumed): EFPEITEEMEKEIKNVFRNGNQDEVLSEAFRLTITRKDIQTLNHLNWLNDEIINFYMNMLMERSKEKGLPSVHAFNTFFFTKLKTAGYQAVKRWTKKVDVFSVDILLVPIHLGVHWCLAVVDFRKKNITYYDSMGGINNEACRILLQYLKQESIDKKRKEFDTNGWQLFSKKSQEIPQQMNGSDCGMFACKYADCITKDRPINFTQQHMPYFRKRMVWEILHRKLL
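Controls: no-enzyme wells low, DMSO-plus-enzyme wells high control. Test system: human recombinant His6-tagged SENP1 catalytic domain enzyme. Reagent: SFCypet-SUMO1-SFYpet FRET protein substrate, 25 nM final. Doses: one dose per compound, 10 µM, 0.5% DMSO. Detection: FRET, CFP and YFP emission. Timing: 50 min reaction at room temperature.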
SENP7 inh: SENP7 protease inhibition; recombinant SENP7, Z-RLRGG-aminoluciferin luminescence, 40 min; inhibition, % at 5 µM; 1.5% of 330,000 active; AID 434973;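 active = inhibition above about 50% at the single test dose, limit read from the data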;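 note: plate controls were DMSO with enzyme for no effect and no enzyme buffer wells for full effect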
SENP8 block-2: SENP8 (human) protease inhibition; Q96LD8; recombinant SENP8, Nedd8 substrate fluorescence; AID 602440; 0.64% of 360,000 active; inhibition, % at 20 µM; in the data active = inhibition mostly above about 40%, no sharp cut-off; inactive = mostly below about 27%
SENP6 block: blocks the human protease SENP6. Q9GZR1. Recombinant SENP6 catalytic domain, aminoluciferin luminescence. inhibition, % at 10 µM. 1.8% of 330,000 active. AID 2599;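 active = inhibition above about 50% at the single tested dose, limit read from the data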;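 note: plate controls were DMSO wells with enzyme for no effect and DMSO wells lacking enzyme for full effect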
Target sequence (Q9GZR1 628-1112 limits assumed): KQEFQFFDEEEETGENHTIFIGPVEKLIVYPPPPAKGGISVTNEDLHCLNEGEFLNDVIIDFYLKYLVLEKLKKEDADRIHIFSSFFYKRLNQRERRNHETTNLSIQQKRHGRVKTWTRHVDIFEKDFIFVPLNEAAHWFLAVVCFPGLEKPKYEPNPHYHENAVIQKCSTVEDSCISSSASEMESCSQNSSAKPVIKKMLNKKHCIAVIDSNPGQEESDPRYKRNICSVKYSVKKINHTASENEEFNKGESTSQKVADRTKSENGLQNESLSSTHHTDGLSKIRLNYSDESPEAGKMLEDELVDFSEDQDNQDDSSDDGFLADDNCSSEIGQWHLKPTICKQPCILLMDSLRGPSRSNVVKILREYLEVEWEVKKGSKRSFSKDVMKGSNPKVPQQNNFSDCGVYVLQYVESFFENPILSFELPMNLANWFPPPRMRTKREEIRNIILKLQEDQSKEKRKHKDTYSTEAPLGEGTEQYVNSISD
The depositor's hits bear a star; . = no result given. Compounds as they come; about 3.6% have a hit in one of these screens.

SMILES	SENP8 block-1	PfG6PD inh	HKDC1 inh	Apaf1 inhib	SENP1 FRET inh	SENP7 inh	SENP8 block-2	SENP6 block
C=CCn1cc(C(=O)NCCOC)c(=O)c2cc(S(=O)(=O)N3CCCCCC3)ccc21	11	-10	0	1	-2	-3	9	-21
COC(=O)Cn1cc(/C=N/NC(=O)COc2cccc3cccnc23)c2ccccc21	2	-2	-6	18	-2	5	-3	22
CCCCN(C(=O)c1cccc(S(=O)(=O)N2CCN(C)CC2)c1)c1c(N)n(CC(C)C)c(=O)[nH]c1=O	-12	-3	-5	5	0	-12	20	-16
FC(F)(F)c1ccc2c(c1)n(Cc1ccccc1)c1[n+]2CCCCC1	3	1	-2	11	-61	-5	-14	5
CC(C)NC(=S)N(C)C1(c2ccccc2Cl)CCCCC1=O (configuration not stated)	3	8	-4	-3	1	8	3	-14
Cc1ccc2c(c1)N(CC(=O)N1CCCc3ccccc31)C(=O)C(C)O2 (configuration not stated)	-3	-6	1	-8	-1	7	9	6
COCCn1nnnc1C(c1ccccc1OC)N1CCc2ccccc2C1 (configuration not stated)	-4	-2	16	-7	2	6	11	7
O=C(CN(Cc1ccco1)C(=O)c1ccccc1F)Nc1ccccc1C(F)(F)F	-10	-3	-1	14	-8	-4	-12	-14
OCCN1CCN(CCCc2c3c(cc4c2CCC4)CCC3)CC1	-12	18	-1	14	1	-7	9	-28
O=C(CCc1ccccc1)Nc1ccnn1C1CCN(Cc2ccc(OCCO)cc2)CC1	-7	-16	6	2	1	4	6	-12
CCC(c1nnc(SCC(=O)N(C)c2ccccc2)n1Cc1ccccc1)N(C)C (configuration not stated)	2	-1	-5	3	0	-7	-3	-15
Cc1cc(=O)oc2cc(NC(=O)c3cccc(S(=O)(=O)N(C)C)c3)ccc12	10	-2	-4	-9	-3	-2	-313	2
COc1cccc(OCc2cc(C(=O)N(Cc3ccccc3)CC3CC3)no2)c1	-3	17	1	29	2	8	12	17
COc1cccc(/C=C/C(=O)OCC(=O)N2CCCc3ccccc32)c1	-11	6	2	29	-2	7	-290	-18
COc1ccc(N(CC(=O)N2CCN(Cc3ccc4c(c3)OCO4)CC2)S(=O)(=O)c2ccc(F)cc2)cc1	-5	9	-9	15	-1	-2	15	-9
CCOC(=O)c1c(C)[nH]c(C(=O)OCC(=O)Nc2ccc(OCC)cc2)c1C	3	-13	-13	-2	-24	-4	0	-11
Cc1ccc(S(=O)(=O)N2CCCC2CNC(=O)c2ccccc2)cc1 (configuration not stated)	-4	-4	-5	7	0	8	10	5
CC(C)COP(=O)(OCC(C)C)C(O)c1ccc2c(c1)OCO2 (configuration not stated)	-4	-4	-2	-2	1	-5	4	-2
NNC(=S)NCc1cccnc1	0	-2	0	4	1	0	20	3
CCCC(C)NS(=O)(=O)c1ccccc1 (configuration not stated)	5	-12	-10	-13	1	4	-1	-9
O=C(NCC(c1cccs1)N1CCOCC1)C1CCN(S(=O)(=O)c2cc(Cl)ccc2Cl)CC1 (configuration not stated)	.	2	-3	.	-2	.	4	.
Cc1ccc(C(=O)OCC(=O)NCCC2=CCCCC2)cc1N	-8	4	-5	17	0	-9	5	-3
CCOC(=O)CCCCCC(=O)Nc1ccc2c(c1)CC(=O)N([C@@H](C)CO)C[C@H](C)[C@@H](CN(C)Cc1ccccc1)O2	1	1	-3	19	2	6	16	0
COc1cc(CC(=O)Nc2ncc(C)s2)cc(OC)c1OC	-6	-12	1	-2	0	2	9	-2
CC(=O)C1=C(c2ccccc2)NC(=O)NC1c1ccc(O)c(Cl)c1 (configuration not stated)	-15	-8	-5	4	-1	-9	12	-11

Entries above that contain fluorine (three):
SMILES	SENP8 block-1	PfG6PD inh	HKDC1 inh	Apaf1 inhib	SENP1 FRET inh	SENP7 inh	SENP8 block-2	SENP6 block
FC(F)(F)c1ccc2c(c1)n(Cc1ccccc1)c1[n+]2CCCCC1	3	1	-2	11	-61	-5	-14	5
O=C(CN(Cc1ccco1)C(=O)c1ccccc1F)Nc1ccccc1C(F)(F)F	-10	-3	-1	14	-8	-4	-12	-14
COc1ccc(N(CC(=O)N2CCN(Cc3ccc4c(c3)OCO4)CC2)S(=O)(=O)c2ccc(F)cc2)cc1	-5	9	-9	15	-1	-2	15	-9

The results go on.
SMILES	SENP8 block-1	PfG6PD inh	HKDC1 inh	Apaf1 inhib	SENP1 FRET inh	SENP7 inh	SENP8 block-2	SENP6 block
CN(C)C(=O)c1c2c(nc3ccccc13)CCCC2	-8	11	-6	-3	-3	-12	2	-5
O=C(NC(Cc1c[nH]c2ccccc12)C(=O)NCCCN1CCOCC1)c1cccs1 (configuration not stated)	4	-11	-10	-5	-3	3	3	-18
CCOC(CCNC(=O)c1cc2c(=O)[nH]c3ccccc3c2s1)OCC	10	15	7	17	2	2	-289	-6
CC(C)NS(=O)(=O)c1ccc(NC(=O)C(C)OC(=O)CCC2CCCC2)cc1 (configuration not stated)	3	-3	7	5	5	-8	16	9
COc1cc(C(=O)N2C(=O)c3cccc(N)c3C2=O)cc(OC)c1OC	0	3	-6	5	-33	3	-414	-7
Oc1ccc(/C=N/NC(=S)NCc2ccco2)cc1	2	4	-3	1	-2	0	14	-14
Cc1ccc(S(=O)(=O)c2nc(Nc3ccccc3)sc2Cl)cc1	.	-1	-1	.	0	.	9	.
CCOC(=O)C1CCN(S(=O)(=O)c2ccc3c(c2)N(C(C)=O)CCO3)CC1	-1	6	-4	-1	0	6	6	0
O=c1[nH]cnc2c1ncn2[C@@H]1C[C@@H](O)[C@H](CO)O1	-3	-8	0	5	0	7	-27	-11
CCN(CC)S(=O)(=O)c1ccc(Cl)c(NC(=O)COc2ccc(OC)cc2[N+](=O)[O-])c1	9	1	11	-7	2	2	5	1
CCOc1ccc(S(=O)(=O)Nc2ccccc2C(=O)N(C)C2CCN(C)CC2)cc1	2	-5	1	-5	-1	-6	8	-5
O=C(CCCn1c(=O)c2sccc2n(CC(=O)NCC2CCCO2)c1=O)NCc1ccco1 (configuration not stated)	3	-4	-4	-5	2	0	6	-8
CN(C)S(=O)(=O)c1cccc(NC(=O)c2ccc3c(c2)S(=O)(=O)N=C2CCCCCN23)c1	7	.	.	8	-2	-10	-4	-4
C=CCNC(=O)c1ccccc1NC(=O)c1ccccc1SC	0	-11	-3	-3	1	-6	13	3
CCCn1c(C)cc(C(=O)CN2C(=O)c3ccccc3C2=O)c1C	-1	14	-1	-7	-18	4	2	-8
CCNC(=S)N(CCc1ccc(OC)c(OC)c1)Cc1cc2cc(OC)ccc2[nH]c1=O	0	5	-1	-10	2	3	-218	-17
Cc1cccc(NS(=O)(=O)c2nnc(NC(=O)c3ccc(C)c(C)c3)s2)c1	0	-48	5	14	0	5	-54	-1
COc1ccc(C(=O)NC(C)c2nccs2)cc1OC1CCN(C(C)C)CC1 (configuration not stated)	-5	4	-7	-9	-6	1	12	-21
CCN1CCN(CCCNC(=O)C2c3ccccc3C(=O)N(c3ccc(OC)cc3)C2c2ccc(OC)cc2)CC1 (configuration not stated)	-2	6	-5	-6	0	1	12	-27
COc1ccc(CCN2C(=O)NC(NC(C)=O)(C(F)(F)F)C2=O)cc1OC (configuration not stated)	-4	13	-11	0	-1	-1	13	-31
CC(C(=O)OCC(=O)Nc1ncc(Cl)cc1Cl)N1C(=O)c2ccccc2C1=O (configuration not stated)	1	-24	-7	8	4	8	2	-8
CCOCCCNC(=O)c1ccc(CS(=O)(=O)c2cccc(C(F)(F)F)c2)o1	-5	10	-3	10	0	-6	13	6
COc1ccccc1CNc1ncnc2cc(OC)c(OC)cc12	0	2	-1	-5	-1	3	-8	11
COc1ccc(CCN(C(=O)C(F)(F)F)C(C(=O)NC2CCCCC2)c2cccs2)cc1 (configuration not stated)	-3	22	-5	-3	0	-5	5	2
CSc1cccc(CN2CCC(CO)(Cc3ccccc3)CC2)c1	-3	-8	-6	6	1	4	5	10
(list continues)
SMILES	SENP8 block-1	PfG6PD inh	HKDC1 inh	Apaf1 inhib	SENP1 FRET inh	SENP7 inh	SENP8 block-2	SENP6 block
Cc1nc(N)[nH]c(=O)c1CCC(=O)OCC(C)C	-5	-12	3	-10	0	-1	8	-11
CCOC(=O)CSC1=Nc2ccccc2C2=NC(CC(=O)NCc3cccs3)C(=O)N12 (configuration not stated)	-1	-1	-3	9	0	-14	-117	10
CCC(C)(C)NC(=O)C(c1cccn1C)N(Cc1ccc(C)cc1)C(=O)Cn1nnc2ccccc21 (configuration not stated)	-5	-18	-13	8	2	-4	18	-15
O=C(CN1C(=O)NC2(CCCCCCC2)C1=O)NCc1ccc(F)cc1	3	6	-7	-3	1	7	-7	4
CN1C(=O)C(C)(C)c2cc(S(=O)(=O)NCc3ccc(C(=O)NCc4ccco4)cc3)ccc21	6	-4	-5	1	0	4	0	-5
CCCc1nc2sc3ccccc3c(=O)c2c(=O)n1CCOC	-5	.	.	-14	.	-9	.	2
CCCCOc1ccc(CN2CCSCC2)cc1	-10	-8	-1	5	1	-8	10	-15
Cc1ccc(C2CC(=O)c3cnc(N4CCN(c5ccccc5)CC4)nc3C2)cc1 (configuration not stated)	1	10	-4	13	-3	-2	4	-7
CCN1CCN(c2ncnc3c2cnn3-c2ccc(Cl)cc2)CC1	-4	0	-2	16	-68	2	9	-16
CC(C)(C)NC(=S)NNC(=O)c1cccc(Br)c1	-7	3	-5	-9	0	2	12	-10
c1ccc(CCNc2ccnc3cc4ccccc4cc23)cc1	.	13	4	.	-40	.	-460	.
O=C(O)C1CCC(C(=O)O)SS1 (configuration not stated)	.	4	-4	.	1	.	17	.
CCNC(=S)N(Cc1cc2cc(C)ccc2[nH]c1=O)C1CCCC1	-5	-4	6	9	2	0	-30	-6
O=C(NCCc1ccccc1)C1c2ccccc2C(=O)N1C1CC1 (configuration not stated)	11	-11	-5	2	1	3	24	7
CCC(C)(C)N=C(NC#N)Nc1cccnc1	-6	.	.	2	.	-8	.	0
O=C(Nc1cc(Sc2ccccn2)cc([N+](=O)[O-])c1)c1cccc(F)c1	2	20	-5	-2	-1	2	21	-13
COCCCNC(=O)Cn1cc(C(=O)c2cccs2)c2ccccc21	7	-7	2	-12	-2	0	-12	4
O=c1cc(Nc2cccc(Br)c2)[nH]c(=O)[nH]1	-4	10	-6	7	-3	2	12	-10
Cc1ccccc1NC(=O)CCS(=O)(=O)c1cccc2nonc12	-3	-18	-3	4	2	3	8	-27
CC(C)(C)NC(=O)C(c1ccc(F)cc1)N(Cc1ccco1)C(=O)CCC(=O)Nc1ccccn1 (configuration not stated)	-4	13	-3	14	2	7	6	0
CC(C)C[C@H](NC(=O)OC(C)(C)C)c1n[nH]c(=S)n1N	-5	-5	-5	12	1	-10	3	-17
N#C/C(=C\c1ccc(OCC(N)=O)cc1)S(=O)(=O)c1ccccc1	-2	-12	-10	-3	0	-2	-4	13
Cc1ccc(NC(=O)COc2ncnc3sccc23)cc1S(=O)(=O)N(C)C	-3	1	2	-4	-22	0	-29	-4
CCC(NC(=O)OC(C)(C)C)C(=O)Oc1ccc2c3c(c(=O)oc2c1)CCC3 (configuration not stated)	-2	-21	9	-4	-134	4	-259	10
COC(=O)c1ccc(CSc2nc3cc(Cl)ccc3o2)cc1	-13	3	-2	9	3	-6	9	-19
COc1cccc(/C=N/n2nnnc2N)c1O	-6	9	9	1	30	-4	-208	2
COc1ccc(CC(=O)NCC2COc3ccccc3O2)cc1 (configuration not stated)	3	-2	-8	-6	1	3	10	0

Bioassay records from PubChem.
